L3MBTL1 block = blocks human L3MBTL1 | AlphaScreen L3MBTL1–H3K9me1 peptide binding | actives 0.66% (n = 230,000) | Potency, µM (highest dose often 57.1 µM), for inactives: at the top dose activity, negative = inhibition, most hits filed as inhibitors | Q9Y468 | AID 485360; further: on the % scale 0 is the no-effect control and ±100 the full control effect; nearly all actives have a fitted effect of over 60% in size
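AlphaScreen assay: L3MBTL1 (50 nM final) was preincubated 30 min at room temperature with biotinylated H3(1-15)K9me1 peptide (75 nM final), then 30 min with library compounds; streptavidin donor and nickel chelate acceptor beads (10 ug/mL final) added, 30 min dark.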
RECQ1 inh = inhibitors of human RECQ1 DNA helicase. P46063. RECQ1 DNA unwinding, red fluorescence kinetic read. Potency, µM (top dose mostly 57.3 µM), inactives show at the top dose activity, negative = inhibition, actives largely listed as inhibitors. actives 0.54% (n = 240,000);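 further: plate controls were vehicle for no effect and no enzyme for full effect; nearly all actives have a fitted effect of over 30% in size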
Target sequence (P46063 whole entry, looked up): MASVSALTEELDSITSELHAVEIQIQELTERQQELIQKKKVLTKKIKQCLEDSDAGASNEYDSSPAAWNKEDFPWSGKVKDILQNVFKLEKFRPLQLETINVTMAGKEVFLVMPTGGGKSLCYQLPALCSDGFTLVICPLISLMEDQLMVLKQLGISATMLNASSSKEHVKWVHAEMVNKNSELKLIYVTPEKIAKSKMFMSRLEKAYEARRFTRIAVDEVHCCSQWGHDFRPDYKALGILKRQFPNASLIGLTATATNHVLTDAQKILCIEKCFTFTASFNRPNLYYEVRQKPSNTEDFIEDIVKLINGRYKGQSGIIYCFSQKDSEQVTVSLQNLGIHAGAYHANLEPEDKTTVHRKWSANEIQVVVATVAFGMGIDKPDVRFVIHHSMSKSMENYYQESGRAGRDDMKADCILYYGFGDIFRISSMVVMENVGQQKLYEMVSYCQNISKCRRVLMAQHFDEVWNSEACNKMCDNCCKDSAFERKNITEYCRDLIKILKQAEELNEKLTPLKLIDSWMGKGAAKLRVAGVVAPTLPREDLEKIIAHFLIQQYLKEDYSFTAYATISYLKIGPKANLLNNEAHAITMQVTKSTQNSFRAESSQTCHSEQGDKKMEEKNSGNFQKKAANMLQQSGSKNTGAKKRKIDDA
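RECQ1T1 50 nM; forked duplex (20 bp + 30-nt ss tails) 200 nM, ATP 2 mM final; pH 8.0, 2 mM MgCl2, 2.5 ug/ml poly(dI-dC); 15 min compound preincubation; discontinuous kinetic read over 2 h at RT.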
ALDH1A1 block = blocks purified human ALDH1A1 activity; P00352; Purified ALDH1A1, NADH fluorescence, propionaldehyde substrate; Potency, µM (titrated, usually from 75.3 µM), for inactives: at the top dose activity, negative = inhibition, most hits filed as inhibitors; actives 7.3% (n = 220,000); AID 1030; active means well fitted inhibition curve with a large enough effect, not every such curve was filed as active; inconclusive means small, poorly fitted or top-dose-only effect, or another doubt; inactive means no such curve, though single readings can be large or run the other way;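 further: plate controls were no enzyme wells and a reference inhibitor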
KinaseGlo FLuc = counter-screen: inhibitors of Kinase-Glo firefly luciferase | Q27757 | Potency, µM (highest dose often 38.3 µM), for the others: top-dose activity change, negative = inhibition, actives largely listed as inhibitors | actives 0.28% (n = 200,000) | Kinase-Glo luciferase, ATP luminescence, 8 min; further: on the % scale 0 is the no-effect control and ±100 the full control effect; nearly all actives have a fitted effect of over 60% in size
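Compound is pinned into ATP-containing buffer (10 uM ATP, imidazole pH 7.2, 7 mM MgCl2). Kinase-Glo luciferase reagent is then added. Light output is recorded following an 8-min room-temperature incubation.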
SMN2 splice enh = enhancers of SMN2 splice variant expression; HEK293 SMN2-luciferase splicing reporter, luminescence, 30-36 h; AID 1458; Potency, µM (doses to about 46.1 µM), inactives show top-dose activity change, positive = activation, usual class: activators; actives 2.8% (n = 210,000); further: % of control where 0% means no effect; nearly all actives have a fitted effect of over 55% in size
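HEK293 cells carry an SMN2 […]–luciferase reporter in which exon 7 inclusion puts luciferase in frame. Cells were plated 10-12 h before compound addition, then incubated 30-36 h at 37C. ONE-Glo luminescence was read; sodium butyrate at 4.5 mM final served as control.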
Lamin A splicing = changes lamin A minigene splicing in HeLa cells; Potency, µM (series often up to 46.1 µM), for inactives: at the top dose ratio change, negative = inhibition, actives largely listed as inhibitors; actives 0.01% (n = 200,000); HeLa LMNA splicing GFP/RFP minigene ratio, 48 h; active means well fitted inhibition curve with a large enough effect in the signal ratio, with a control signal flat, not every such curve was filed as active; inconclusive means small, poorly fitted or top-dose-only effect, or effect the other way, or a change in a side signal; the % refers to the signal ratio; further: on the % scale 0 is the no-effect control and ±100 the full control effect
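S3 HeLa cells stably expressing lamin A-EGFP splicing minigene plus DsRed2, 600 cells/well, 48 h compound exposure at 37C. Laser-scanning cytometry; analysed as GFP (500-530 nm)/RFP (575-640 nm) total intensity ratio; 0.5% DMSO vehicle.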
KDM4E inh = blocks human JMJD2E demethylase activity; Potency, µM (doses to about 57.1 µM), inactives show at the top dose activity change, negative = inhibition, hits mostly inhibitors; JMJD2E catalytic domain, FDH-coupled NADH fluorescence (FDH is formaldehyde dehydrogenase); B2RXH2; actives 1.6% (n = 230,000); active means well fitted inhibition curve with a large enough effect, not every such curve was filed as active; inconclusive means small, poorly fitted or top-dose-only effect, or another doubt; inactive means no such curve, though single readings can be large or run the other way;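 further: 0% = wells with enzyme and -100% = buffer wells without enzyme; nearly all actives have a fitted effect of over 50% in size; many of its hits are not listed in these tables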
Target sequence (B2RXH2 1-337 limits assumed): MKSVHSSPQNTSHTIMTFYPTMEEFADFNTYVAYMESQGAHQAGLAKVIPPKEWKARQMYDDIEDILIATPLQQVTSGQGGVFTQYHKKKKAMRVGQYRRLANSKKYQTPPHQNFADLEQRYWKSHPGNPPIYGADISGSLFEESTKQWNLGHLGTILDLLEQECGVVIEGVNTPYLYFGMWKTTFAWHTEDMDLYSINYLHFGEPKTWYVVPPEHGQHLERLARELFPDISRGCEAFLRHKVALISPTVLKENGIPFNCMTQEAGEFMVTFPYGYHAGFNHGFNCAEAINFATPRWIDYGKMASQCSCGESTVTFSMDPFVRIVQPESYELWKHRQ
Tau fibril ThT = blocks human tau fibril formation measured by thioflavin T; P10636; recombinant tau K18 P301L, heparin-induced fibrillization, ThT fluorescence; Potency, µM (titrated, usually from 57.4 µM), for inactives: at the highest dose activity, negative = inhibition, usual class: inhibitors; actives 2.1% (n = 270,000); AID 1460; further: on the % scale 0 is the no-effect control and ±100 the full control effect; nearly all actives have a fitted effect of over 55% in size
Target sequence (P10636 561-689 P618L limits assumed): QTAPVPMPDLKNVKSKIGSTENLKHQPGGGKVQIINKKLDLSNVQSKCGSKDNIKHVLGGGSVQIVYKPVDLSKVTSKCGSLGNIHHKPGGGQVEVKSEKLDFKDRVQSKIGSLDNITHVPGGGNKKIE
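Using a mix of unlabeled (15 uM) and Alexa 594-labeled (0.24 uM) tau K18 P301L, heparin-triggered fibrillization over 6 hr at 37 C was scored by ThT fluorescence.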
The depositor's hits bear a star; i = inactive; ? = inconclusive; . = no result given; [ ] = dose if it differs, or a comment. Unless noted, the call rests on the fitted dose curve; in most records, active means well fitted curve in the direction sought with a large enough effect; inconclusive means small, poorly fitted or top-dose-only effect, or another doubt; inactive means no such curve, though single readings can be large; an effect the other way counts as inactive or inconclusive. Potency means the concentration at half of the fitted maximal effect. A portion of the library; rates above refer to the full screens.

1. COc1ccc2oc(=Nc3cccc(F)c3)c(C(N)=O)cc2c1
2. CC(c1nc2ccccc2c(=O)[nH]1)N(C)c1ccc2ccccc2c1 (stereo unspecified)
3. COc1ccc2c(c1OC)C(=O)N1c3ccccc3C(=O)OC21 (stereo unspecified)
4. O=C(CSc1nn(-c2ccccc2)c(=S)s1)Nn1cnnc1
5. NC(=O)C[C@@H]1N[C@]2(C(=O)Nc3ccccc32)[C@@H]2C(=O)N(C3CCCCC3)C(=O)[C@H]12
6. CC(NC(=O)C(=O)NCCCn1ccnc1)c1ccccc1 (stereo unspecified)
7. Nc1nnc(SCC(=O)OCc2ccc(F)cc2)s1
8. CCOc1cc(/C=N/NC(=O)c2cccnc2)ccc1OCc1ccc(C(=O)OC)o1
screen / no.	1	2	3	4	5	6	7	8
L3MBTL1 block	-10%	-1%	.	3%	6%	-2%	-4%	-1%[11.4 µM]
RECQ1 inh	-3%	i	-7%	i	9%	22%	0%	i
ALDH1A1 block	8%	-6%	13%	-4%	4%	6%	16%	-1%
KinaseGlo FLuc	1%	3%	-1%	2%	0%	5%	2%	-4%
SMN2 splice enh	-5%	-6%	-6%	-9%	10%	.	15%	3%
Lamin A splicing	-14%[46 µM]	-3%	.	8%	6%	25%[46 µM]	-10%	.
KDM4E inh	-7%	?	3%	0%	-3%	8%	?	-6%
Tau fibril ThT	?	-2%	-11%	-2%	8%	-10%	4%	5%

9. N#CC1=C2SCC(O)(c3ccccc3)N2C(=O)CC1c1ccccc1 (stereo unspecified)
10. COCCCNC(=O)Cn1ncc2ccsc2c1=O
11. O=C(O)Cc1csc(-c2ccccc2)n1
12. Cc1sc(NC(=S)NC(=O)c2ccco2)c(C(N)=O)c1C
13. CCS(=O)(=O)N1Cc2ccccc2CC1C(=O)Nc1ncc(C)s1 (stereo unspecified)
14. Cc1csc(NC(=O)c2cccs2)n1
15. C=CCn1c(-c2ccc(=O)n(Cc3ccccc3)c2)n[nH]c1=S
16. C/C=C/C1=CC2=CC(=O)C(C)(OC(=O)c3c(C)cc(O)cc3O)C(=O)C2=CO1 (stereo unspecified)
screen / no.	9	10	11	12	13	14	15	16
L3MBTL1 block	-9%	.	-2%	.	4%	2%	5%	.
RECQ1 inh	i	-1%	i	3%	-13%	-12%	i	-5%
ALDH1A1 block	?	-8%	5%	3.2µM*	-14%	-1%	?	?
KinaseGlo FLuc	1%	3%	0%	-3%	3%	-19%	4%	-2%
SMN2 splice enh	11%	-14%	16%	-9%	13µM*	11µM*	8%	4%
Lamin A splicing	?	-1%	.	.	?	13%	8%[46 µM]	.
KDM4E inh	-4%	4%	-19%	-7%	2%	5%	5%	4%
Tau fibril ThT	?	-12%	-4%	?	-2%	0%	0%	?

17. Cc1ccc(C)c2c3c([nH]c12)-c1nonc1CC3
18. CCOc1cccc2c1OC(c1cc(OC)c(OC)c(OC)c1)N1N=C(c3ccc(C)o3)CC21 (stereo unspecified)
19. Cc1ccc2c(c1)nnn2C1CCN(S(=O)(=O)c2ccc(C(=O)NC3CCCC3)cc2)CC1
20. COc1ccccc1CN(Cc1cc2cc3c(cc2[nH]c1=O)OCCO3)Cc1nnnn1Cc1ccco1
21. O=C(CN1C(=O)C2C3c4ccccc4C(c4ccccc43)C2C1=O)Nc1ccccc1C(=O)O (stereo unspecified)
22. CCOC(=O)c1cc(=O)n2[nH]c(-c3ccc(C)cc3)cc2n1
23. Cc1ccc(NC(=O)CCn2nc(C)cc2C)c(C)c1
24. CSc1nc(N)nc(SCC(=O)c2ccccc2)c1C#N
screen / no.	17	18	19	20	21	22	23	24
L3MBTL1 block	.	-5%	-1%	-7%	36%[activator]	.	.	8%
RECQ1 inh	-5%	-7%	i	-21%	-5%	-22%	-1%	-15%
ALDH1A1 block	22µM*	?	2%	?	5%	?	-3%	?
KinaseGlo FLuc	3%	1%	-2%	2%	1%	0%	3%	-9%
SMN2 splice enh	-2%	?	5%	-5%	15%	?	6%	15%
Lamin A splicing	-12%	?	?	?	0%	-15%	-4%	?
KDM4E inh	?	?	2%	?	-1%	?	-7%	-6%
Tau fibril ThT	?	?	-8%	-17%	-2%	?	1%	?

25. CC(=O)Nc1ccc(C(=O)NC(CC(=O)O)c2ccc(Cl)cc2)cc1 (stereo unspecified)
26. Cn1c(=O)c2[nH]c(COc3ccc(C(C)(C)C)cc3)nc2n(C)c1=O
27. [2H]c1c([2H])c([2H])c(-c2nc(N3CCCCCC3)sc2C(=O)c2ccccc2)c([2H])c1[2H]
28. COc1cc(OC)cc(/C(N)=N/O)c1
29. Cc1ncc(CO)c(/C=N/NC(=S)Nc2ccc(Cl)c(Cl)c2)c1O
30. Cc1ccc2nc(SCC(=O)N(CC(C)C)c3c(N)n(CC(C)C)c(=O)[nH]c3=O)[nH]c2c1
31. Cc1cccc(CCNC(=O)C2CCN(S(=O)(=O)c3ccccc3)CC2)c1
32. COc1ccc(N(CC(=O)Nc2ccc(OC)c(Cl)c2)S(=O)(=O)c2c(C)noc2C)cc1
screen / no.	25	26	27	28	29	30	31	32
L3MBTL1 block	.	-8%	11%	17%	?	.	8%	0%
RECQ1 inh	-3%	-6%	-4%	i	i	i	-1%	-10%
ALDH1A1 block	-13%	.	?	.	?	-1%	-11%	-5%
KinaseGlo FLuc	2%	.	-2%	.	0%	-7%	1%	-1%
SMN2 splice enh	-6%	.	-31%[inhibitor]	.	-39%[inhibitor]	?	.	-20%
Lamin A splicing	-8%	.	9%	.	-22%[46 µM]	-6%	0%[46 µM]	?
KDM4E inh	3%	-4%	1%	4%	?	?	4%	4%
Tau fibril ThT	0%	-7%	-20%	-5%	?	-8%	-3%	10%

A second format for some results above.
| item | structure | L3MBTL1 block | RECQ1 inh | ALDH1A1 block | KinaseGlo FLuc | SMN2 splice enh | Lamin A splicing | KDM4E inh | Tau fibril ThT |
| --- | --- | --- | --- | --- | --- | --- | --- | --- | --- |
| 27 | [2H]c1c([2H])c([2H])c(-c2nc(N3CCCCCC3)sc2C(=O)c2ccccc2)c([2H])c1[2H] | 11% | -4% | ? | -2% | -31%[inhibitor] | 9% | 1% | -20% |
| 25 | CC(=O)Nc1ccc(C(=O)NC(CC(=O)O)c2ccc(Cl)cc2)cc1 (stereo unspecified) | . | -3% | -13% | 2% | -6% | -8% | 3% | 0% |

Next entries follow:
33. O=C(NC1CCCCC1)C(c1ccco1)N(C(=O)C(F)(F)F)C1CC1 (stereo unspecified)
34. CCCC(=O)N1CCN(Cc2ccc3c(c2)OCO3)CC1
35. Cc1ccc(CNC(=O)C(Cc2ccccc2)NS(=O)(=O)c2cccs2)cc1 (stereo unspecified)
36. CCOC(=O)c1nc(-c2ccc3c(c2)OCO3)[nH]c1C
37. O=C1CCCc2nc(N3CCc4ccccc43)ncc21
38. O=C(COC(=O)C12CC3CC(CC(O)(C3)C1)C2)Nc1ccccc1OC(F)F
39. COc1ccccc1C1/C(=C(/O)c2ccc(OC(C)C)cc2)C(=O)C(=O)N1c1cc(C)on1 (stereo unspecified)
40. Cc1ccc(OCCSc2nc(NC(C)C)nc(NC(C)C)n2)cc1
screen / no.	33	34	35	36	37	38	39	40
L3MBTL1 block	-5%	5%	.	3%	11%	-13%	.	9%
RECQ1 inh	-1%	0%	14%	0%	6%	0%	-1%	-6%
ALDH1A1 block	0%	-1%	?	-4%	-11%	?	?	5%
KinaseGlo FLuc	4%	-1%	20%	-10%	?	22%	2%	3%
SMN2 splice enh	-19%	3%	18µM*	?	13µM*	18%	15%	-50%[inhibitor]
Lamin A splicing	-2%	1%	-10%	-21%	15%	?	-9%	?
KDM4E inh	-1%	8%	-10%	?	31%	-1%	-6%	3%
Tau fibril ThT	-5%	-6%	-10%	-15%	?	2%	-4%	?

41. O=S(=O)(Nc1nc2ccccc2nc1Cl)c1ccc(Cl)cc1
42. CC1=C(C(N)=O)C(c2ccccc2F)NC(=O)N1 (stereo unspecified)
43. C#CCOC(=O)c1csc2nnsc12
44. Cc1nc2c(C)cccn2c1/C(O)=C1\C(=O)C(=O)N(CCN(C)C)C1c1ccccc1 (stereo unspecified)
45. O=C(NNS(=O)(=O)c1ccc2ccccc2c1)c1cccnc1
46. CCCn1nc2cc(C(=O)NCc3ccc(C)cc3)ccc2c1OC
47. CCc1cc2c(N[C@@H](C)C(=O)O)ncnc2s1
48. CCCn1c(-c2ccc(F)cc2)nc2c(NC3CC4CCC(C3)N4C)nc(C)nc21 (stereo unspecified)
screen / no.	41	42	43	44	45	46	47	48
L3MBTL1 block	11%	.	9%	-2%	-3%	3%	-5%	.
RECQ1 inh	-1%	-2%	-11%	6%	11%	-5%	2%	i
ALDH1A1 block	?	12%	-2%	.	1%	?	?	?
KinaseGlo FLuc	0%	-3%	-1%	.	-1%	-2%	2%	-1%
SMN2 splice enh	-20%	-4%	3%	.	1%	-14%	13%	-5%
Lamin A splicing	-17%	13%	0%	.	?	6%	2%	.
KDM4E inh	-22%	5%	6%	?	14%	?	-4%	?
Tau fibril ThT	6%	11%	-6%	-1%	4%	-6%	-1%	-1%

49. N#C/C(=C\c1ccccc1[N+](=O)[O-])c1nc(C2CC2)cs1
50. O=C(CN1C(=O)c2ccccc2C1=O)NCC(=O)OCC(=O)c1ccc(Br)cc1
51. CCCCOc1ccc2ccccc2c1C=O
52. CCNC(=O)COc1ccc(OCc2ccccc2)cc1
53. COc1cccc(-n2c(Cc3cc(=O)[nH]c(=O)[nH]3)nnc2SCC(=O)Nc2ccccc2)c1
54. Cc1c(Cl)cccc1NC(=O)CCC(=O)N/N=C/c1ccc[nH]1
screen / no.	49	50	51	52	53	54
L3MBTL1 block	?	2%	46%[activator]	5%	4%	-8%
RECQ1 inh	-1%	20%	-24%	i	-3%	-7%
ALDH1A1 block	10µM*	1%	-10%	-1%	-2%	5%
KinaseGlo FLuc	-1%	2%	-7%	-4%	9%	-1%
SMN2 splice enh	4%	4%	-1%	10%	-25%	-32%[inhibitor]
Lamin A splicing	-11%	13%	7%	25%[46 µM]	-3%	-10%
KDM4E inh	-5%	1%	-6%	1%	10%	-1%
Tau fibril ThT	?	-1%	-16%	-9%	7%	-14%
